Assay outcomes as filed in PubChem.
DENV2 CPE rescue: inhibitors of DENV2 cytopathic effect. DENV2-infected cells, cytopathic effect rescue, plate reader. CPE inhibition, % at 9.99 µM. hit rate 1.7% among 350,000. AID 651640; in the data active means CPE inhibition above about 20%, passing the limit was not always enough; inconclusive means no clear call, values can overlap the other calls; tested in BHK-21 cells;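 further: 0% = median of neutral control wells and 100% = median of positive control wells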
INS-1E GSIS act: GLuc luminescence reporter in INS-1E cells, primary screen for activators of glucose-dependent secretion of insulin; INS-1E GLuc reporter insulin secretion, 2-3 h; activation, % at 16.6 µM; hit rate 0.61% among 370,000; AID 743287;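 active means lowest replicate activation of at least 40%, so every replicate reaches that level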;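 further: 0% = median of neutral control wells and 100% = median of IBMX positive control wells; some compounds called inactive have numbers as strong as hits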
FN deposit inh: fibronectin deposition inhibition | AH1F fibroblasts, Alexa488-fibronectin deposition fluorescence, overnight | inhibition, % at 12.6 µM | hit rate 0.086% among 350,000 | AID 743247;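 active means mean inhibition across replicates of 30% or more, regardless of how many single replicates reach that level; inconclusive means mean under 30% yet at least half of replicates reach 30%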;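 further: positive control wells lacked labelled fibronectin entirely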
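Material: AH1F fibroblasts assembling fluorescent fibronectin matrix; amount: 10000 AH1F cells/well; medium: DMEM, 2% serum; reagent: Alexa488-fibronectin, 24 nM final in well; dosing: single compound dose, delivered by pin transfer; incubation: 1 h adhesion, overnight exposure; detection: fluorescence after three HBSS washes, excitation 485 nm, emission 525 nm; measure: fibronectin deposition inhibition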
CFTR F508del cor: correctors of CFTR F508del function in bronchial epithelial cells | CFBE cells, YFP halide quenching; stimulated with forskolin plus potentiator P3; % fluorescence drop versus neutral controls | activity (quench increase), % at 7.58 µM | hit rate 0.36% among 350,000;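 active means mean added fluorescence quench of at least 8% versus neutral control, with both replicates also reaching 8%; inconclusive means only one of the mean or replicate conditions met; inactive means mean below 8% and not both replicates reaching 8%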;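 further: cells transiently co-express mutant CFTR-F508del with the halide-sensitive YFP; corrector assay measuring rescue of mutant channel to the surface after 24 h compound exposure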
miR122 inh: miR-122 inhibition in Huh7 cells. Huh7 miR-122 Renilla luciferase sensor, 48 h; neutral wells = 0, positive control = 100. activation (reporter increase), % at 12.5 µM. hit rate 0.3% among 340,000;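 active means mean replicate activation score at least 90 and every replicate individually at or above 90; inconclusive means only one of the two criteria met; inactive means neither criterion met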;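 further: higher luciferase means less miR-122 activity so hits act as miR-122 inhibitors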
EWS-Fli inh: blocks EWS/Fli oncoprotein-driven transcription; inhibition, % at 12.6 µM; A673 NR0B1-luciferase reporter, viability-normalised; hit rate 0.67% among 350,000; AID 651661;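 active means mean inhibition of at least 50% after viability correction, with every replicate also passing that limit; inconclusive means mean reaches 50% but only one of two replicates passes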;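 further: firefly luciferase signal divided by Alamar Blue viability fluorescence both relative to DMSO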
PAX8 reporter: inhibitors of PAX8 transcriptional activity in RMG-I cells; RMG-I TPO-luciferase reporter, SteadyGlo, 24 h; inhibition, % at 12.6 µM; hit rate 1.2% among 360,000; AID 652154;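 active means mean replicate inhibition at least 60% with every replicate also reaching 60%; inconclusive means only one of the two criteria is met; inactive means mean below 60% and not all replicates reaching 60%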;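 further: luciferase light reporting Pax8 driven TPO promoter activity; plate controls were median of neutral control wells for no effect and mitoxantrone controls for full effect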
Starred values were filed as active, the others as inactive; ? = inconclusive; . = not tested or not shown; & = joins results of further samples; [ ] = another dose, or the depositor's remark.

SMILES	DENV2 CPE rescue	INS-1E GSIS act	FN deposit inh	CFTR F508del cor	miR122 inh	EWS-Fli inh	PAX8 reporter
COC(=O)c1ccccc1OCC(=O)N1CCN(c2ccc(Cl)cc2)CC1	.	-9.8	4.6	.	-2.2	.	.
COc1ccc(NC(=O)c2ccc3c(SCC(=O)O)c4c(nc3c2)CCCC4)c(OC)c1	2.1	-5.6	-9.8	-0.1	.	-15.6	9.5
COc1ccc(C(=O)NNC(=O)c2ccc(F)c(S(=O)(=O)N3CCOCC3)c2)cc1	-9.3	.	-0.1	-2.3	-3.1	-9.2	13.8
Cc1ccc(Nc2ccc([N+](=O)[O-])ccc2=O)cc1	-0.2	9.1	8.8	-4.5	.	-11.1	13.1
COc1ccc(S(=O)(=O)N2CCC(C(N)=O)(N3CCCCC3)CC2)cc1OC	3.5	71.1*	-0.2	0.1	0.3	-1.8	-11.9
Cc1noc(C)c1NC(=O)N(C)C[C@H]1Oc2c(NC(=O)C3CC3)cccc2C(=O)N([C@H](C)CO)C[C@H]1C	24.4*	24.0	.	-3.5	2.0[16.7 µM]	-9.6	.
COc1cc(Cl)ccc1OCc1cc(C(=O)NC(C)Cc2cccnc2)no1 (centres undefined)	-3.6	-2.2	6.1	1.5	13.8	-74.3	-78.4
CCc1ccccc1NC(=O)[C@@H]1CCC(=O)N1C1OC(=O)c2ccccc21 (some centres undefined)	-6.3	.	.	0.2	-4.7	6.2	.
CN1CCN(C(=O)C[C@H]2C[C@H]3c4cc(NC(=O)NC5CCCCC5)ccc4O[C@H]3[C@@H](CO)O2)CC1	7.3&14.1	0.2&2.0	1.6	0.9&-0.4	0.2	-10.1&-1.9	-7.0&-7.9
CCCCCC(=O)NCC(C)NC(=O)CCCCC (centres undefined)	.	-5.1	-4.7	.	.	.	-3.6
COc1ccccc1CN(C)CC(=O)Nc1cccc2ccccc12	3.6	-35.9	-0.8	0.1	0.8	3.4	14.2
O=C(CNC(=O)c1cccc(F)c1)N/N=C/c1cccs1	3.1	-6.8	-1.1	1.9	-2.8	-12.2	-12.8
COc1ccc(S(=O)(=O)N(C)C[C@@H]2Oc3c(NC(=O)c4ccncc4)cccc3C(=O)N([C@H](C)CO)C[C@H]2C)cc1	-3.4	-7.4	.	1.2	-1.8[16.7 µM]	-3.1	.
O=C(N[C@H]1C=C[C@@H](CC(=O)N2CCc3ccccc3C2)O[C@@H]1CO)C1CC1	-3.6	-1.6	-6.3	1.6	.	-1.1	-0.3
O=C(O)c1ccc2c(c1)C(=O)N(c1ccccc1-c1ccccc1)C2=O	-0.2	.	-4.3	-0.5	2.4	-7.4	-6.0
Cc1noc(C)c1-c1nnc(-c2ccc(OC(F)(F)F)cc2)o1	1.3	9.6	-4.4	-1.5	.	-31.2	-20.4
c1csc(CNc2nc(Oc3ccncc3)c3sccc3n2)c1	9.4	37.9	5.6	2.0	-3.2	9.2	-5.6
O=[N+]([O-])c1ccccc1S(=O)(=O)Nc1cccc(S(=O)(=O)N2CCCC2)c1	-4.5	-13.1	6.1	-0.9	25.2	11.9	4.2
CC(C)CNC(=O)C1(C)CCCN1C(=O)C(C)(C)Oc1ccc(Cl)cc1 (centres undefined)	0.5	-2.5	1.6	1.8	-3.6	-6.3	-6.8
Cc1c(C)c2ccc(O[C@@H]3O[C@H](CO)[C@@H](O)[C@H](O)[C@H]3O)c(C)c2oc1=O	6.0	4.6	.	1.2	-0.1	3.2	-9.2
N#Cc1c(N)oc(-c2ccccc2)c1-c1ccccc1	.	.	-5.4	.	6.9	.	1.5
CCn1c(SCc2nc3scc(-c4ccccc4)c3c(=O)[nH]2)nnc1-c1cccs1	.	-14.2	2.7	.	.	.	8.8
CC(C)CC#Cc1ccc([C@H]2[C@H](CO)N3C(=O)CN(C(=O)c4cnccn4)C[C@@H]23)cc1	10.1	9.5	.	-2.6	.	8.1	.
COc1ccc(Cl)cc1NC(=O)CN(C)C(=O)CN1C(=O)NC(C)(C)C1=O	11.9	0.8	4.9	4.7	-5.4	-3.7	0.1
CC1(c2nnc(Cc3ccccc3)o2)CC(c2ccccc2)=NO1 (centres undefined)	-0.3	1.1	-0.8	-1.4	3.5	-3.2	3.7

(next part)
SMILES	DENV2 CPE rescue	INS-1E GSIS act	FN deposit inh	CFTR F508del cor	miR122 inh	EWS-Fli inh	PAX8 reporter
COc1cccc(CNC(=O)[C@H]2CCCN2C(=O)[C@H]2CCCN2C(=O)c2ccc(C)cc2)c1	2.1	2.7	7.6	1.3	.	-3.1	2.0
CCC(=O)Nc1ccc2c(c1)C(=O)N(C)C[C@H](OC)[C@H](C)CN(Cc1ccccc1)[C@H](C)CO2	7.2	0.2	-2.9	-1.8	-15.5[16.7 µM]	-0.5	.
O=c1[nH]cc(-c2ccc(Br)cc2)n1Cc1ccccc1	-2.6	17.7	-14.9	-1.2	-0.1	2.0	-0.3
Brc1cnc2nc(SCc3nc4ccccc4[nH]3)[nH]c2c1	?	9.8	1.3	0.8	10.8	11.5	13.5
COc1ccc(CCNC(=O)Cc2ccc(NC3=NC4CS(=O)(=O)CC4S3)cc2)c(OC)c1 (centres undefined)	4.4	-2.2	-8.9	1.6	-2.5	-2.0	6.1
Cc1ccc(CNC(=O)C2CCN(c3nn4c(=O)cc(C)nc4s3)CC2)cc1	-5.0	-5.1	3.3	-2.1	-11.6	1.1	-1.5
Cc1ccc(Cc2c(-c3ccccc3)nc3ccc(Br)cn23)cc1	-1.4	20.1	-6.3	-0.4	37.3	-80.2	-139.6
CCOC(=O)c1c(C)n(C)c2ccc(OC)c([N+](=O)[O-])c12	-7.0	6.1	-0.2	.	-4.8	-3.7	4.8
O=C(/C=C/NNC(=O)c1ccccc1O)c1ccccc1	?	-1.6	4.2	1.5	.	-9.7	16.1
Cc1nc2c3ccccc3nc(NNC(=O)CCC(=O)NC(C)C)n2n1	.	14.9	-0.6	.	.	.	14.4
C[C@H](CO)N1C[C@H](C)[C@@H](CN(C)C(=O)C2CCOCC2)Oc2cc(C#Cc3ccncc3)ccc2S1(=O)=O	6.9	7.9	.	-4.1	-33.6[16.7 µM]	-6.7	19.7
O=C(NC1CCCCC1)N(Cc1cc2cc3c(cc2[nH]c1=O)OCCO3)CC1CCCO1 (centres undefined)	.	.	3.4	.	-16.1	.	6.7
O=C(CSc1nnc(-c2ccc(Cl)cc2)n1-c1ccccc1)N/N=C/c1ccccc1C(=O)O	-0.9	-7.1	4.4	0.6	3.4	11.6	-0.7
COc1ccc(NC(=O)Nc2ccc3c(c2)[C@H]2C[C@H](CC(=O)NCC4CC4)O[C@@H](CO)[C@H]2O3)cc1	-1.3	5.9	0.6	4.8	-2.9[16.7 µM]	1.7	-36.6
NC(=O)CC(NC(=O)Cc1ccc(Br)cc1)c1ccc(NC2CCCCCCC2)c([N+](=O)[O-])c1 (centres undefined)	-18.2	0.3	-0.3	2.1	.	11.7	23.5
Cc1ccccc1-c1csc(C(O)c2cccc(Cl)c2)n1 (centres undefined)	12.5	-15.7	15.3	-2.6	.	2.2	13.7
O=C(/C=C/c1ccccc1)N1CCOCC1	3.0	11.4	-4.2	0.5	-8.0	-14.5	1.1
COc1ccc(C(CNC(=O)c2cccc(NS(=O)(=O)c3ccc(C)c(F)c3)c2)N2CCOCC2)cc1 (centres undefined)	7.4	-62.1	-18.4	1.0	-6.2	2.6	17.7
O=C(Cc1ccccc1)Nc1nc(-c2ccc(F)c(F)c2)cs1	-5.9	-4.0	0.6	-1.2	-7.9	-38.8	-26.2
CC(=O)c1cccc(NC(=O)c2ccc3c(c2)OCO3)c1	-4.0	.	-5.7	-4.3	0.1	-61.8	-125.9
COc1ccc(/C=C2\SC(=S)N(CC(=O)N3CCN(C)CC3)C2=O)cc1	-1.4	-3.3	-1.3	.	-3.3	-19.3	-15.9
Fc1ccc(-c2nc(-c3cnccn3)no2)c(Cl)c1	-5.4	-2.6	-4.6	0.1	-5.2	-3.3	-148.0
CC(C)/C=C/CN1CCCC(N2CCN(c3cccc(Cl)c3)CC2)C1 (centres undefined)	4.1	.	-7.3	3.5	-1.0	12.2	13.0
CCCCNS(=O)(=O)c1ccc2nc(SCC(=O)Nc3cc(C)cc(C)c3)[nH]c2c1	.	-23.8	-5.7	.	78.8	.	-7.8
N/C(=N\S(=O)(=O)c1ccc(Cl)s1)c1ccccc1	.	.	-5.0	.	14.8	.	2.3

Further entries
SMILES	DENV2 CPE rescue	INS-1E GSIS act	FN deposit inh	CFTR F508del cor	miR122 inh	EWS-Fli inh	PAX8 reporter
Cc1c(C(=O)Nc2ccc(F)c(F)c2)oc2ccc(S(=O)(=O)N3CCCCC3)cc12	-2.4	-1.4	.	5.8	-0.6	17.3	.
COC(=O)C[C@H]1C[C@@H]2c3cc(NC(=O)c4ccc5c(c4)OCO5)ccc3O[C@@H]2[C@@H](CO)O1	-4.0	-1.2	11.5	-1.9	11.0[16.7 µM]	-1.9	3.7
Cc1ccc(C(=O)COC(=O)c2nc(Cl)ccc2Cl)cc1	3.2	-3.0	-6.1	0.8	-0.5	-0.8	.
Fc1ccc2nc3[nH]c4ccccc4c3nc2c1	.	46.6	8.9	.	-0.3	.	-115.9
Cc1[nH]nc2c1C(c1cccnc1)N(c1ccc(Br)cc1)C2=O (centres undefined)	.	.	8.9	.	6.2	.	14.8
Cc1ccc(C(=O)NCc2nnc(SCC(=O)NC(C)c3ccccc3)n2C)cc1 (centres undefined)	5.1	-16.5	4.0	-0.2	-0.5	-14.4	-1.8
CCOC(=O)Cc1csc(N/N=C/c2ccccc2)n1	12.7	-0.5	.	6.8	.	18.7	-32.8
C[C@H]1CN([C@@H](C)CO)C(=O)c2cccc(NS(C)(=O)=O)c2O[C@H]1CN(C)C(=O)Nc1ccc2c(c1)OCO2	12.2	-2.6	.	2.0	-4.3[16.7 µM]	8.1	.
O=C1NC(Cc2ccccc2)c2nc3ccccc3c(=O)n2-c2cc(Cl)ccc21 (centres undefined)	.	-0.3	-10.8	-4.1	.	3.2	23.0
C[C@H](CO)N1C[C@H](C)[C@H](CN(C)Cc2ccncc2)Oc2ccc(NS(=O)(=O)c3cccs3)cc2C1=O	9.4	11.0	.	1.3	-18.0[16.7 µM]	-2.4	.
Cc1c(C(C)NC(=O)Nc2ccc(F)cc2F)cnn1C (centres undefined)	.	.	-11.1	.	1.7	.	18.4
CC(=O)Nc1ccc2c(c1)C(=O)N(C)[C@H]1CC[C@H](CC(=O)Nc3c(F)cccc3F)O[C@@H]1CO2	-4.9	7.8	-1.1	-2.1	.	.	-17.8
CC1(c2ccccc2Cl)NC(=O)N(CC(=O)Nc2ccc(N3CCOCC3)cc2)C1=O (centres undefined)	-4.5	-0.2	.	1.3	.	-0.3	-2.9
CN(C)C(=O)c1ccc(-c2ccc([C@@H]3[C@H](C#N)N(C(=O)Cc4ccccn4)[C@H]3CO)cc2)cc1	5.8	-2.4	-10.6	0.3	.	-5.5	-9.6
CC(CCc1ccccc1)NC(=O)c1ccco1 (centres undefined)	.	.	0.4	.	-16.6	.	1.6
C[C@H](c1ccccc1)N1C[C@H](COCc2ccccc2)Oc2cc(N3CCC[C@H]3C(N)=O)ccc2S1(=O)=O	3.3	-5.4	.	2.1	.	8.7	17.6
CCC(=O)Nc1ccc2c(c1)OC[C@H](C)N(C(=O)Cc1ccccn1)C[C@H](C)[C@H](OC)CN(C)C2=O	-1.7	-7.8	6.1	0.2	19.3[16.7 µM]	-7.4	.

Compounds as they come (roughly 3.9% active in at least one column).
